Assay outcomes as filed in PubChem.
Anthrax LF inh2 – Bacillus anthracis LF protease inhibitors, primary screen, biochemical, multiplex microsphere, MLPCN library; inhibition, % at 10 µM; 0.12% of 360,000 active; Lethal factor (Bacillus anthracis), P15917; AID 588501, 2011; multiplex microsphere protease cleavage assay; also: plate controls were buffer without enzyme for full effect and enzyme alone for no effect
Vc quorum ag – inducers of Vibrio cholerae quorum light production without autoinducers, primary screen, BH1578 luxS cqsA deficient, single point | V. cholerae BH1578 lux reporter, luminescence, 6 h | activation, % at 18.7 µM | 0.16% of 350,000 active | AID 588436, 2011; in the data active = activation mostly above about 9.7%, no sharp cut-off; also: not every result past the cut was called active; inactives centre near 0; reference of the scale not given here
BoNT A protease – BoNT/A light chain protease inhibitors, primary screen, biochemical, flow cytometry, MLPCN library; Botulinum neurotoxin type A light chain protease (Clostridium botulinum A str. ATCC 3502); multiplex microsphere protease substrate cleavage; inhibition, % at 10 µM; 0.17% of 360,000 active; also: plate controls were buffer without enzyme for full effect and enzyme alone for no effect
PfHsp40 yeast – rescue of yeast from PfHsp40 toxicity, primary screen, S. cerevisiae, ATP luminescence; S. cerevisiae expressing PfHsp40, growth rescue; growth rescue, % at 12.5 µM; 0.68% of 340,000 active; in the data active = growth rescue above about 28%, passing the limit was not always enough;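 also: yeast W303a lacking pdr1 and pdr3 grown in galactose medium; growth measured after three days at 30 °C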
PrPC surface inh – inhibitors of human cell surface prion protein PrPC, primary screen, cell-based, TR-FRET. Major prion protein (Homo sapiens), P04156. TR-FRET read-out. inhibition, % at 13.8 µM. 0.43% of 370,000 active. AID 720596, 2013; in the data active = inhibition above about 24%; also: 0% = median of the test wells and 100% = reference compound wells
TcdB inh – TcdB glycohydrolase inhibitors, primary screen, biochemical, single point, plate reader | TcdB glycohydrolase enzymatic assay | inhibition, % at 9.99 µM | 0.24% of 350,000 active | AID 652162, 2013; in the data active = inhibition above about 10%
SARS 3CLpro inh – SARS-CoV 3CLpro protease inhibitors, primary screen, biochemical, quenched FRET. Replicase polyprotein 1ab (Severe acute respiratory syndrome coronavirus), P0C6X7. recombinant SARS-CoV 3CLpro, quenched FRET peptide cleavage. inhibition, % at 6 µM. 0.14% of 290,000 active; in the data active = inhibition above about 12%
Y pestis TopoI – Yersinia pestis topoisomerase I inhibitors, primary screen, biochemical, cleavage product accumulation, plate reader, single point. DNA topoisomerase I (Yersinia pestis CO92). Y. pestis Topo-I cleavage product accumulation. activity, % at 10 µM. 0.064% of 360,000 active. AID 504884, 2011; in the data active = activity above about 50%, passing the limit was not always enough; also: inactives centre near 2
SSB-PriA inh – inhibitors of Klebsiella pneumoniae PriA binding to SSB C-terminal tail, primary screen, biochemical, AlphaScreen; PriA–SSB C-terminal tail interaction (Klebsiella pneumoniae); AlphaScreen SSBct-PriA binding, biotinylated peptide; inhibition, % at 33 µM; 0.6% of 430,000 active; AID 1272365, 2023; in the data active = inhibition mostly above about 37%, no sharp cut-off; inactive = mostly below about 20%;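 also: plate controls were negative control peptide for no effect and reference peptide for full effect; strong numbers were not always called active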
Starred values were filed as active, the others as inactive; & = joins results of further samples. Rule as the data show it, unless noted: active = inhibition above about 30%; inconclusive = no clear call, values can overlap the other calls; inactive = below that.

`O=C(Nc1ccc(C(=O)O)cc1)/C(=C\C=C\c1ccccc1)NC(=O)c1cccc(Br)c1` gave Anthrax LF inh2 1, Vc quorum ag inactive, BoNT A protease 0.1, PfHsp40 yeast 0.4, PrPC surface inh 4, TcdB inh 1.2, SARS 3CLpro inh 0, Y pestis TopoI 1 and SSB-PriA inh 6.
Screening Cc1cc(C(=O)NCCC2=CCCCC2)c(C)o1 returned Anthrax LF inh2 0, Vc quorum ag -0.2, BoNT A protease -0.2, PfHsp40 yeast -0.3, PrPC surface inh 9, TcdB inh -2.0, SARS 3CLpro inh 0, Y pestis TopoI 4 and SSB-PriA inh -19.
For Cc1ccc(NC(=S)NCCc2cnc[nH]2)cc1C the results were Anthrax LF inh2 -1, Vc quorum ag -0.3, BoNT A protease -1.5, PfHsp40 yeast 0.3, PrPC surface inh -2, TcdB inh -1.1, SARS 3CLpro inh 1, Y pestis TopoI 6 and SSB-PriA inh -9.
For O=C(CNC(=O)c1ccc(Br)cc1)OCc1cc([N+](=O)[O-])cc2c1OCOC2 the results were Anthrax LF inh2 -2, Vc quorum ag -1.1, BoNT A protease 0.0, PfHsp40 yeast 0.1, PrPC surface inh -9, TcdB inh 1.6, SARS 3CLpro inh 6, Y pestis TopoI -5 and SSB-PriA inh 14.
CCOC(=O)C1(CC/C(C)=N\NC(N)=O)CC(C)(C)OC1=O (stereo not given) was read as Anthrax LF inh2 -4, Vc quorum ag -0.6, BoNT A protease -0.4, PfHsp40 yeast 0.8, PrPC surface inh 8, TcdB inh -12, SARS 3CLpro inh -3 and Y pestis TopoI -1.
Screening CCOC(=O)c1ccc(NC(=O)C2CCN(S(=O)(=O)CC)CC2)cc1 returned Anthrax LF inh2 2, Vc quorum ag -2.9, BoNT A protease 1.0, PfHsp40 yeast -1.0, PrPC surface inh 2, SARS 3CLpro inh -3, Y pestis TopoI 2 and SSB-PriA inh -12.
Cc1cccc2sc(N(CCCN(C)C)C(=O)COc3ccc(Cl)cc3)nc12 was read as Vc quorum ag -0.4, PfHsp40 yeast 0.5, PrPC surface inh -3, TcdB inh -0.5, SARS 3CLpro inh -2, Y pestis TopoI -9 and SSB-PriA inh 11.
Screening O=C(NCC1CC1)c1cc(-c2ccccc2)nn1CC1CC(c2cccc([N+](=O)[O-])c2)=NO1 (stereo not given) returned Anthrax LF inh2 1, Vc quorum ag inactive, BoNT A protease 0.3, PfHsp40 yeast 3.1, PrPC surface inh 1, TcdB inh 0.3, Y pestis TopoI 13 and SSB-PriA inh 5.
CCCOc1ccc(NC(=O)C2CC(=O)N3CCCN=C3S2)cc1 (stereo not given) was read as Anthrax LF inh2 0, Vc quorum ag -0.7, BoNT A protease 1.6, PfHsp40 yeast 0.8, PrPC surface inh 1, SARS 3CLpro inh -6, Y pestis TopoI -1 and SSB-PriA inh -29.
Cc1cccc(Nc2nnc(SCC(=O)NCc3cccs3)s2)c1C was read as Anthrax LF inh2 -2, Vc quorum ag -0.3, BoNT A protease -1.2, PfHsp40 yeast 0.1, PrPC surface inh 6, SARS 3CLpro inh 6, Y pestis TopoI 18 and SSB-PriA inh 10.
For COc1cccc(C(=O)OCCCOC(=O)c2cccc(OC)c2OC)c1OC the results were Anthrax LF inh2 -1, Vc quorum ag 3.6, BoNT A protease -1.0, PfHsp40 yeast 0.2, PrPC surface inh 7, TcdB inh 2.0, SARS 3CLpro inh -2, Y pestis TopoI 27 and SSB-PriA inh -8.
Screening O=C(NCc1ccccn1)C1CCCN(S(=O)(=O)c2cc(Cl)ccc2Cl)C1 (stereo not given) returned Anthrax LF inh2 -6, Vc quorum ag -2.4, BoNT A protease 0.1, PfHsp40 yeast -0.5, Y pestis TopoI -15 and SSB-PriA inh -8.

Molecules shown so far that contain a nitro group on carbon (two):
For O=C(CNC(=O)c1ccc(Br)cc1)OCc1cc([N+](=O)[O-])cc2c1OCOC2 the results were Anthrax LF inh2 -2, Vc quorum ag -1.1, BoNT A protease 0.0, PfHsp40 yeast 0.1, PrPC surface inh -9, TcdB inh 1.6, SARS 3CLpro inh 6, Y pestis TopoI -5 and SSB-PriA inh 14.
Screening O=C(NCC1CC1)c1cc(-c2ccccc2)nn1CC1CC(c2cccc([N+](=O)[O-])c2)=NO1 (stereo not given) returned Anthrax LF inh2 1, Vc quorum ag inactive, BoNT A protease 0.3, PfHsp40 yeast 3.1, PrPC surface inh 1, TcdB inh 0.3, Y pestis TopoI 13 and SSB-PriA inh 5.

Going on with the list:
For Cc1ccc2c(c1)C1CN(C)CCC1N2C(=O)CCCN1C(=O)c2cccc3cccc(c23)C1=O (stereo not given) the results were Anthrax LF inh2 2, Vc quorum ag -0.4, BoNT A protease -1.0, PfHsp40 yeast 0.6, PrPC surface inh -5, TcdB inh 0.1, SARS 3CLpro inh -8, Y pestis TopoI 10 and SSB-PriA inh 3.
Screening O=C(NCCCN1CCOCC1)/C(=C/c1ccc(-c2cccc([N+](=O)[O-])c2)o1)NC(=O)c1ccccc1 returned Anthrax LF inh2 0, Vc quorum ag -0.8, BoNT A protease 0.4, PrPC surface inh -33, TcdB inh -1.1 and Y pestis TopoI -4.
COc1ccc(C2CC(c3ccc(Cl)cc3)=NN2c2ccc(S(N)(=O)=O)cc2)cc1 (stereo not given) was read as Anthrax LF inh2 -1, Vc quorum ag -1.1, BoNT A protease -0.1, PfHsp40 yeast 0.5, PrPC surface inh -7, TcdB inh 1.7, Y pestis TopoI 30 and SSB-PriA inh -4.
Screening Cc1cc(C)n(/N=C\c2c(O)ccc3ccccc23)c(=O)c1C(N)=O returned Anthrax LF inh2 -2, Vc quorum ag -17, BoNT A protease 0.3, PfHsp40 yeast -0.6, PrPC surface inh -4, SARS 3CLpro inh -7 and Y pestis TopoI 7.
For CC(C)(C)C(=O)Nc1ccc(C(=O)NNC(=O)Cc2ccccc2)cc1 the results were Anthrax LF inh2 1, BoNT A protease -0.3, PfHsp40 yeast 0.9, PrPC surface inh -3, TcdB inh 0.2, SARS 3CLpro inh 1, Y pestis TopoI 5 and SSB-PriA inh -15.
For Cc1c(NC(=O)c2cc(-c3ccccc3)nc3ccccc23)c(=O)n(-c2ccccc2)n1C the results were Anthrax LF inh2 5, Vc quorum ag -5.0, BoNT A protease -0.1, PfHsp40 yeast 0.9, PrPC surface inh -5, TcdB inh 2.3, Y pestis TopoI -2 and SSB-PriA inh -2.
Screening Nc1ccc(Cc2ccc(N)c(Cl)c2)cc1Cl returned Anthrax LF inh2 -11, Vc quorum ag -0.1, BoNT A protease -0.6, PfHsp40 yeast 4.1, PrPC surface inh 19, TcdB inh 0.6, Y pestis TopoI 2 and SSB-PriA inh 9.
For CCc1ccc(-c2nc(CS(=O)CC(=O)NCCCN3CCC(C)CC3)c(C)o2)cc1 (stereo not given) the results were Anthrax LF inh2 -2, Vc quorum ag -0.5, BoNT A protease 1.8, PfHsp40 yeast -0.1, PrPC surface inh 0, TcdB inh 1.2, SARS 3CLpro inh 1, Y pestis TopoI -1 and SSB-PriA inh 0.
O=C(CCCCn1c(=O)c2ccccc2n(Cc2ccccc2F)c1=O)NC1CCN(Cc2ccccc2)CC1 was read as Anthrax LF inh2 -3, Vc quorum ag 1.9, BoNT A protease -1.9, PfHsp40 yeast -0.7, PrPC surface inh -10, TcdB inh 0.0, SARS 3CLpro inh -1, Y pestis TopoI 8 and SSB-PriA inh -10.
`COc1cccc(-c2ncc3ccccc3c2COC(=O)N2CCCCC2)c1` gave Anthrax LF inh2 0, Vc quorum ag inactive, BoNT A protease -0.7, PfHsp40 yeast -1.7, PrPC surface inh 5, TcdB inh 0.5, Y pestis TopoI 3 and SSB-PriA inh 2.
Screening O=C1O[C@@H](c2ccccc2)C[C@@H](O)[C@H](O)CCCCc2ccccc21 returned Anthrax LF inh2 3, BoNT A protease -0.8, PrPC surface inh -4 and TcdB inh 0.9.
C[C@H](CO)N1C[C@H](C)[C@@H](CN(C)C(=O)Nc2ccccc2)Oc2ccc(NC(=O)c3ccncc3)cc2C1=O was read as Anthrax LF inh2 -6, Vc quorum ag -0.5, BoNT A protease 0.1, PfHsp40 yeast 0.0, PrPC surface inh 2, TcdB inh 0.0&-0.5, Y pestis TopoI -7 and SSB-PriA inh -3.
`O=C(NCCCN1CCOCC1)c1nn2c(C(F)(F)F)cc(-c3ccco3)nc2c1Cl` gave Anthrax LF inh2 -4, Vc quorum ag -0.3, BoNT A protease -1.2, PfHsp40 yeast 0.2, PrPC surface inh -19, TcdB inh -1.3, SARS 3CLpro inh 0, Y pestis TopoI -1 and SSB-PriA inh -6.
CCCn1nnc(NC(=O)c2cccnc2Cl)n1 was read as Anthrax LF inh2 2, Vc quorum ag inactive, BoNT A protease 0.2, PfHsp40 yeast -0.1, PrPC surface inh -7, TcdB inh 8.3, SARS 3CLpro inh 2, Y pestis TopoI -5 and SSB-PriA inh -11.
`CCOc1cc(/C=C/C(=O)O)ccc1OCCO` gave Anthrax LF inh2 -5, Vc quorum ag -1.6, BoNT A protease -0.1, PfHsp40 yeast -0.5, PrPC surface inh -6, TcdB inh 1.2, SARS 3CLpro inh 7, Y pestis TopoI 1 and SSB-PriA inh -21.
`C[C@@H]1COc2cccc(N3CCC[C@@H]3CO)c2S(=O)(=O)N1` gave Anthrax LF inh2 1, BoNT A protease 0.0, PrPC surface inh -2 and TcdB inh 1.4.
COc1ccc(CCC(=O)NCCS(=O)(=O)N2CCN(c3ccc(F)cc3)CC2)cc1 was read as Anthrax LF inh2 -3, Vc quorum ag -2.3, BoNT A protease 0.5, PfHsp40 yeast 1.6, PrPC surface inh 2, TcdB inh 4.7, Y pestis TopoI 16 and SSB-PriA inh -12.
`O=C(c1cn(Cc2ccccc2)nc1-c1cccnc1)N1CCc2ccccc2C1` gave Anthrax LF inh2 2, Vc quorum ag -0.6, BoNT A protease -0.5, PfHsp40 yeast -0.1, PrPC surface inh -3, TcdB inh 0.4, Y pestis TopoI 21 and SSB-PriA inh 8.
`O=C(N/N=C\c1ccccc1)c1cccc(C(=O)N/N=C\c2ccccc2)n1` gave Anthrax LF inh2 0, Vc quorum ag inactive, BoNT A protease -0.6, PrPC surface inh 0, TcdB inh -1.1 and Y pestis TopoI 13.
COCCn1c(SCC(=O)N(C)c2ccccc2)nc2c([nH]c3ccccc32)c1=O was read as Anthrax LF inh2 0, Vc quorum ag 0.3, BoNT A protease -0.8, PfHsp40 yeast -0.1, PrPC surface inh 4, TcdB inh 0.0, SARS 3CLpro inh -5, Y pestis TopoI 2 and SSB-PriA inh -1.
`C[C@H]1CN([C@@H](C)CO)C(=O)CCCn2cc(nn2)CO[C@@H]1CN(C)S(=O)(=O)c1cccs1` gave Anthrax LF inh2 -2, Vc quorum ag inactive, BoNT A protease -0.6, PrPC surface inh 6, TcdB inh 0.5&0.8 and Y pestis TopoI -3.
C[C@H](CO)N1C[C@H](C)[C@@H](CN(C)Cc2ccc3c(c2)OCO3)Oc2c(NC(=O)C3CCCCC3)cccc2C1=O was read as Anthrax LF inh2 -2, Vc quorum ag inactive, BoNT A protease -0.1, PfHsp40 yeast -1.4, PrPC surface inh 14, TcdB inh 0.7&0.9, Y pestis TopoI 23 and SSB-PriA inh 0.

Some of the compounds tested; count on the stated rates, not on these rows.
